IL-1B inflam inh – inhibitors of inflammasome signaling (IL-1 beta secretion); THP-1 LPS/ATP IL-1B secretion, AlphaLISA, 16 h; active compounds read low; activity change, % at 57.5 µM; 360,000 tested, 4.7% active; AID 743279; in the data active means activity change below about -50%; inconclusive means mostly about -30% to -49%; further: on the % scale 0 is the no-effect control and ±100 the full control effect
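THP-1 cells pretreated 1 hr with compounds (up to 57.5 uM final), then stimulated with LPS (250 ng/mL final) plus ATP (1.25 mM final); secreted IL-1B measured by AlphaLISA after 16 hr, decreased signal indicating inhibition.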
ATXN viability – cell viability loss in ATXN counter-screen | S2 cells (HEK-293 line with an ATXN2-luciferase reporter) viability, CellTiter-Fluor protease fluorescence, 24 h | 400,000 tested, 0.49% active | Potency, µM (top dose mostly 56.7 µM), usual class: cytotoxic | AID 651635; further: potency means the concentration at half of the fitted maximal effect; nearly all actives have a fitted effect of over 40% in size
A549 tox – kills or reduces viability of A549 cells in Nrf2 counter-screen; A549 ARE-Fluc cells, CellTiter-Fluor viability, 18-24 h; Potency, µM (series often up to 46 µM), inactives show at the highest dose activity change, negative = cytotoxicity, usual class: inhibitors; 390,000 tested, 0.16% active; AID 504648; further: potency means the concentration at half of the fitted maximal effect; on the % scale 0 is the no-effect control and ±100 the full control effect
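A549 ARE-Fluc cells in 5% FBS OPTI-MEM, 5000 cells/well, rested 2 h then exposed to compounds in concentration-response for 18-24 h at 37 °C. Viability by CellTiter-Fluor fluorescence (Ex 405/Em 525) after 30 min; luciferase luminescence (BugLite, 15 min, RT) read afterwards.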
ATXN2 expr inh – ATXN2 expression inhibition | HEK-293 ATXN2-luciferase reporter, luminescence, 24 h | Potency, µM (top dose mostly 57 µM), for the others: at the top dose activity change, negative = inhibition, hits mostly inhibitors | 360,000 tested, 0.72% active; further: potency means the concentration at half of the fitted maximal effect; on the % scale 0 is the no-effect control and ±100 the full control effect; nearly all actives have a fitted effect of over 55% in size
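qHTS (up to 57 uM final) was run with 24 h compound exposure of reporter cells at 37 °C. Each well was multiplexed: SteadyGlo luminescence measured ATXN2-luciferase expression after a fluorogenic Gly-Phe-AFC viability readout (25 uM final).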
Nrf2 ARE act – Nrf2 pathway activation; AREc32 ARE-luciferase reporter (MCF7-derived line), luminescence, 24 h; Potency, µM (highest dose often 46.1 µM), inactives show at the highest dose activation, usual class: activators; 410,000 tested, 0.31% active; AID 624171; further: potency means the concentration at half of the fitted maximal effect; % of control where 0% means no effect; nearly all actives have a fitted effect of over 65% in size
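AREc32_Fluc, 1000 cells/well, OPTI-MEM + 5% FBS, o/n 37 deg C 5% CO2; 23 nL cpd by pin tool, 24 hr; Steady-Glo 30 min RT, luminescence.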
HepG2 tox – kills HepG2 cells in TGF-b inhibitor counter-screen; HepG2 CAGA-GFP viability, ATP luminescence, 18 h; Potency, µM (top dose mostly 46.1 µM), inactives show at the top dose activity change, negative = cytotoxicity, hits mostly cytotoxic; 410,000 tested, 0.76% active; further: potency means the concentration at half of the fitted maximal effect; some results filed as inactive show a strong effect at the top dose
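CellTiter-Glo luminescence gave cytotoxicity after 18 hours at 37 degrees C. The cells were HepG2 CAGA-GFP in 1% FBS DMEM, stimulated with 500 pg/mL TGF-beta after compound addition. %Activity was normalised to no-cell wells (complete cell-killing) and DMSO (no toxicity), and curves were fitted and classified.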
Nrf2 inh – inhibitors of Nrf2 signaling; A549 ARE-Fluc reporter, luciferase luminescence, 18-24 h; Potency, µM (series often up to 46 µM), for the others: at the highest dose activity change, negative = inhibition, actives largely listed as inhibitors; 360,000 tested, 2.1% active; AID 504444; further: potency means the concentration at half of the fitted maximal effect; on the % scale 0 is the no-effect control and ±100 the full control effect; nearly all actives have a fitted effect of over 60% in size
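In this cell-based qHTS, ARE-driven firefly luciferase in A549 cells reports Nrf2 activity; the luminescent signal after BugLite lysis is the measured value, with a prior CellTiter-Fluor read for cell health.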
MCF10A rereplic – induces DNA re-replication in MCF 10a normal breast cells; Potency, µM (highest dose often 46.1 µM), inactives show at the top dose activity, positive = re-replication, usual class: activators; 350,000 tested, 2.9% active; MCF 10A DNA re-replication, Hoechst nuclear intensity, 48 h; further: potency means the concentration at half of the fitted maximal effect; % of control where 0% means no effect; nearly all actives have a fitted effect of over 50% in size
TGFb inhibitor – blocks TGF-b signaling; HepG2 CAGA-GFP TGF-b/SMAD3 reporter, GFP fluorescence, 18 h; TGF-beta stimulated, 500 pg/mL final; Potency, µM (doses to about 46.1 µM), for inactives: at the top dose activity, negative = inhibition, usual class: inhibitors; 410,000 tested, 1.2% active; AID 588855; further: potency means the concentration at half of the fitted maximal effect; on the % scale 0 is the no-effect control and ±100 the full control effect; nearly all actives have a fitted effect of over 65% in size
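Inhibition of TGF-beta-driven CAGA-GFP reporter expression in HEPG2 cells is measured by cellular GFP fluorescence after 18 h stimulation with 500 pg/mL recombinant TGF-beta in 1% FBS medium at 37 degrees C.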
The depositor's hits bear a star; i = inactive; ? = inconclusive; nt = not tested or not shown; & = joins results of further samples; [ ] = dose if it differs, or a comment. Unless noted, the call rests on the fitted dose curve; in most records, active means well fitted curve in the direction sought with a large enough effect; inconclusive means small, poorly fitted or top-dose-only effect, or another doubt; inactive means no such curve, though single readings can be large; an effect the other way counts as inactive or inconclusive.

Each structure is followed by: IL-1B inflam inh, ATXN viability, A549 tox, ATXN2 expr inh, Nrf2 ARE act, HepG2 tox, Nrf2 inh, MCF10A rereplic, TGFb inhibitor
1. CC(=O)Nc1c(Cl)c(Cl)c2c(c1Cl)Cc1cc(Cl)ccc1-2
→ 11, i, 1%, -14%, 9.2%, -18%, 6%, 1%, ?
2. CCOc1ccccc1NC(=S)N1CCN(c2ccc(OC)cc2)CC1
→ -8, i, 11%, -13%, -1.0%, 2%, -6%, 10%, ?
3. COc1ccc(-n2nnnc2SCC(=O)NC2CCCC2)cc1OC
→ 12, i, -2%, 4%, -0.1%, -20%, -2%, 4%, -3%
4. COc1cc(C(=O)NNC(=O)/C=C/c2ccco2)cc(OC)c1OC
→ 9, i, -1%, 0%, ?, -5%, 17%, 1%, 15%
5. CCc1c(C)sc(NC(=O)CN2CCN(C(=O)c3ccco3)CC2)c1C(=O)OC
→ -79*, i, -16%, -31%, -0.2%, -24%, ?, 15%, 0%
6. Cc1ccc(NC(=O)c2cc(S(=O)(=O)NCC3CCCO3)ccc2F)cc1 (stereo not given)
→ 1, i, nt, nt, 3.6%, 6%, nt, nt, -6%
7. CCCc1nc2c(C)ccc(C)c2c(N)c1CC
→ -5, ?, -6%, -22%, 0.1%, -24%, -9%, ?, 4%
8. CCc1ccccc1NC(=O)c1cc(S(=O)(=O)N2CCCc3ccccc32)ccc1F
→ nt, ?, -4%, -21%, 1.1%, -17%, nt, nt, -12%
9. O=C(CSc1nnc(-c2cnccn2)n1Cc1ccco1)c1ccc(Cl)cc1
→ -7, i, -3%, -7%, ?, 0%, 7%, ?, 0%
10. COc1ccc(N2C(=O)C3CC=C(Cl)CC3C2=O)cc1 (stereo not given)
→ 14, i, -4%, 5%, 0.4%, -10%, 2%, 1%, 5%
11. COc1ccc(Cl)cc1NC(=O)CN1CCN(S(=O)(=O)N2CCC(C)CC2)CC1
→ -23, i, 0%, -12%, 3.6%, -10%, -26%, ?, 23%
12. Nc1ccc(S(=O)(=O)c2ccc(NC(=O)c3cccnc3)cc2)cc1
→ ?, i, 5%, 8%, 7.7%, -12%, -7%, -2%, -4%
13. COc1ccc(-c2coc3c(C(=O)NCc4cccs4)cccc23)c(C)c1
→ -53*, i, nt, 0%, 0.1%, -16%, nt, nt, ?
14. CCOC(=O)c1cc(NCc2cccs2)ccc1N1CCOCC1
→ -29, i, 10%, 9%, 2.1%, -4%, -11%, -22%, 4%
15. Cc1nc2cc(Cl)ccc2c(=O)n1Cc1ccncc1
→ -4, i, -4%, nt, -0.5%, 3%, 0%, 0%, 16%
16. C=CCn1c(SCC(=O)Nc2cc3oc4ccccc4c3cc2OC)nnc1-c1cnccn1
→ -11, i, nt, -19%, 8.8%, -25%, ?, -3%, -2%
17. CCOc1ccc(-c2nnc(SCC(=O)NC(C)CC)nc2-c2ccc(OCC)c(OC)c2)cc1OC (stereo not given)
→ nt, nt, -2%, nt, 4.0%, 1%, nt, nt, 37%
18. CS(=O)(=O)N1N=C(c2cccs2)CC1c1ccc(Cl)o1 (stereo not given)
→ -21, ?, -12%, nt, 6.1%, 0%, 29%, -7%, -5%
19. CCn1nc(C)c(C(=O)Nc2cc(Oc3cc(C)cc(C)c3)cc([N+](=O)[O-])c2)c1C
→ 7, i, ?, -25%, 2.3%, -46%, 21µM*, 23µM*, 14µM*
20. CCn1cc([N+](=O)[O-])c(C(=O)N2CCOCC2)n1
→ 2, i, -1%, 1%, -0.3%, 5%, -2%, 0%, ?
21. Cn1c(=O)n(C)c2cc(NS(=O)(=O)c3ccc(C(C)(C)C)cc3)c(NCc3ccccc3)cc21
→ nt, ?, ?, 29%, 19%, -42%, 10µM*, nt, ?
22. CCN(CC)C(=O)c1cc(-c2ccccc2OC)on1
→ -6, ?, -5%, 37%, 5.0%, -21%, 4%, 10%, -6%
23. COc1ccc(NC(=O)c2ccc3nc(C(C)C)oc3c2)cc1OC
→ nt, i, -5%, 7%, 9.8%, -22%, nt, nt, 0%
24. O=S(=O)(c1cccs1)N1CCCc2cccc(O)c21
→ -6, i, 0%, -7%, 3.1%, -1%, ?, -2%, -3%
25. Cc1cc(C)c(C#N)c(N2CCOCC2)n1
→ -10, i, -2%, 16%, -1.5%, 6%, nt, -1%, 2%
26. CCOC(=O)c1ccc(S(=O)(=O)N2CCC(C(=O)OCC)CC2)cc1
→ 8, i, -7%[1.84 µM], -4%, -0.3%, -3%, 2%, 1%, 1%
27. COc1ccccc1-c1ccc(=O)n(CC(=O)NCc2ccco2)n1
→ 7, i, -2%, 0%, 1.0%, 4%, 29%, -11%, 2%
28. CCc1ccc(N(C(=O)c2csnn2)C(C(=O)NC2CCCCC2)c2ccncc2)cc1 (stereo not given)
→ 6, i, -13%, 23%, 1.4%, -4%, 20%, 8%, 5%
29. Cc1ccccc1NC(=O)CN1C(=O)S/C(=C\c2ccc(-c3cccc(C(=O)O)c3C)o2)C1=O
→ -3, nt, -11%, -15%, 0.1%, -1%, 0%, 4%, 1%
30. CC1(C)CC(=O)C(C=NCCN2CCN(C(=S)Nc3ccccc3)CC2)=C(O)C1
→ 1, i, 6%, -7%, 0.2%, 0%, 14%, 0%, 0%
31. CCN(CC)C(=O)Cn1cnc2sc(C(=O)NCCCN3CCOCC3)c(C)c2c1=O
→ 11, i, 2%, 2%, -1.0%, -1%, 13%, -5%, 10%
32. CCN(CC)C(=O)C1=C(C)NC(=S)NC1c1cn(-c2ccccc2)nc1-c1ccc(Cl)cc1 (stereo not given)
→ -26, ?, -9%, 2%, -0.3%, -12%, nt, -12%, -23%
33. NC(=O)[C@@H]1CCCCNc2c(F)cc([N+](=O)[O-])cc2C(=O)N[C@@H](CC(=O)O)C(=O)NCC(=O)N1
→ 12, i, -20%, 11%, 0.1%, 1%, 4%, -30%[inhibitor], -10%
34. CCCC(C)(C)C(=O)N1CCC1(C)C(=O)Nc1ccc2c(c1)OCCO2 (stereo not given)
→ -3, i, nt, 2%, -0.2%, 3%, nt, nt, 0%
35. CC1C(c2ccccc2)OCCN1C(=S)NC(=O)c1ccccc1 (stereo not given)
→ 39, i, nt, nt, -0.5%, -25%, nt, nt, 3%
36. O=C(CN1CCN(C(=O)C2CC2)CC1)Nc1cc(C(F)(F)F)cc(C(F)(F)F)c1
→ 5, i, 1%, -3%, 2.4%, -12%, 11%, 5%, -8%
37. Cn1c(=O)c2c(nc(Br)n2Cc2ccc3ccccc3c2)n(C)c1=O
→ -29, i, -23%, -24%, 9.4%, -8%, ?, ?, -9%
38. CCn1c2ccccc2c2cc(NC(=O)c3ccc(Br)o3)ccc21
→ ?, i, -10%, 6%, -0.6%, -6%, -27%, ?, -3%
39. Cc1cccc(N2C(=O)N3[C@H](c4ccc(Br)cc4)[C@@H]4C(=O)N(C(C)(C)C)C(=O)[C@@H]4[C@]3(C)C2=O)c1
→ -5, i, -9%, -1%, -1.0%, 2%, 7%, 0%, -2%
40. Cn1c(=O)[nH]c(=O)c2c1nc(SCCCO)n2CCCc1ccccc1
→ 1, i, 23%, 5%, 2.7%, -17%, -9%, 8%, -2%
41. COc1ccc(C2C3C=CCC(c4cccc(-c5ccc(C)cc5)c4)C3C(=O)N2Cc2ccccc2)cc1Cl (stereo not given)
→ 8, ?, -3%&-13%, -23%, -1.2%, -29%&-23%, -4%&-14%, 4%, ?
42. CCN(C(=O)COC(=O)/C=C/c1ccc(F)cc1)C1CCCCC1
→ ?, i, -5%, -15%, 1.9%, 0%, 16%, -31%, -2%
43. COC(=O)c1ccc(NC(=O)C(=O)NCCc2csc(-c3ccc(C(F)(F)F)cc3)n2)cc1
→ nt, nt, 0%, nt, -0.9%, 2%, nt, nt, 0%
44. Cn1c(Cl)c(C(=O)Nc2ccc(Cl)cc2)c2ccccc21
→ 56, i, -19%, 15%, 6.6%, -15%, ?, 11%, 21%
45. CS(=O)(=O)c1ccc(C(=O)NCC2(N3CCOCC3)CCCCC2)cc1
→ -6, i, 1%, 0%, -0.8%, -2%, -2%, -10%, 1%
46. O=C(NCCN1CCOCC1)c1ccncc1
→ 1, i, 4%, 9%, 0.4%, -18%, 20%, -1%, -2%
47. Cn1c(Sc2ccc([N+](=O)[O-])cc2C(F)(F)F)nnc1-c1ccccc1
→ ?, i, 1%, 2%, 17%, -21%, -19%, 4%, -10%
48. O=C(CCCc1cccs1)Nc1nc(-c2ccc(F)cc2)cs1
→ -18, ?, 1%, -21%, 0.0%, -14%, -6%, 8%, -5%

From PubChem BioAssay
